# SMARCA2 activ – activators of SMARCA2 function | MG213 cells, MMTV-luciferase reporter, dexamethasone, overnight | activation, % at 9.1 µM | hit rate 1% among 370,000; in the data active = activation above about 7.8%;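 also: 0% = vehicle wells and 100% = reference activator wells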
# hgDAF12 agonist – agonists of H. glycines DAF-12 nuclear receptor. HEK293 GAL4-hgDAF12 UAS-luciferase reporter, agonist luminescence; normalized to butyrate control. hit rate 1.8% among 370,000. AID 687014. activation, % at 6.8 µM;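 active = activation above a cutoff set at the mean of all screened compounds plus 3 SD, cut at about 10% in these data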;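 also: 0% = DMSO wells and 100% = sodium butyrate wells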
# DAX1 inh-1 – blocks DAX1 repression of SF-1 activated StAR promoter; hit rate 1.1% among 370,000; HEK293T StAR-luciferase reporter, SF-1/DAX-1 repression relief; AID 652010; inhibition, % at 6.8 µM;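 active = inhibition above the mean over all tested compounds plus 3 SD, cut at about 3.6% in these data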;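 also: 0% = DAX-1 cells with DMSO and 100% = cells lacking DAX-1 with DMSO; higher inhibition means more luminescence from relief of DAX-1 repression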
# MBD2 DNA inh – MBD2-methylated oligo binding inhibition. Q9UBB5. inhibition, % at 4.4 µM. TR-FRET, MBD2 binding to methylated oligonucleotide. hit rate 0.31% among 370,000; in the data active = inhibition above about 13%
# DAX1 inh-2 – inhibits human nuclear receptor DAX1 | AID 504766 | HEK293 Gal4-DAX1 luciferase reporter, luminescence | inhibition, % at 6.75 µM | hit rate 0.99% among 340,000 | P51843;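 active = inhibition above the mean over all tested compounds plus 3 SD, cut at about 4.2% in these data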;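 also: 0% = DAX1-transfected cells with DMSO and 100% = empty-vector control cells with DMSO; inhibition shows as a rise in luminescence from relieved DAX1 repression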
# Target sequence (P51843 207-470 limits assumed): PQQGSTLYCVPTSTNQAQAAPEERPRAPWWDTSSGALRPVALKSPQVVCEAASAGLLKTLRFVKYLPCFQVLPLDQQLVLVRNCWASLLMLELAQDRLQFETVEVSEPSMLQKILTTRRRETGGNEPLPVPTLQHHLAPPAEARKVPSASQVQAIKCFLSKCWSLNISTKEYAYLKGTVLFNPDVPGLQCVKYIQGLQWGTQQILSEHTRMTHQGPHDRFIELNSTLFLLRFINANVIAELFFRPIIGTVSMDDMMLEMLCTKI
# NR1D1 modulator – modulators of human Rev-erb alpha DNA binding; hit rate 0.79% among 370,000; Rev-erbα–FITC-DNA binding, fluorescence polarization, 90 min; AID 1259318; activity, % at 10 µM;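 active = activity above about 14%, limit read from the data; passing the limit was not always enough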;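 also: 0% = DMSO wells with 35 nM protein and 100% = DMSO wells with 750 nM protein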
# hcDAF12 agonist – activators of H. contortus DAF-12 nuclear receptor | HEK293 hcDAF-12 lit1-tk-luc reporter, luminescence; 0% DMSO, 100% Δ7-dafachronic acid | activation, % at 6.8 µM | hit rate 1.4% among 370,000;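 active = activation above the mean of all tested compounds plus 3 SD, cut at about 5.5% in these data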;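 also: 100% = response to 3 µM Δ7-dafachronic acid high control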
# PLCg1 inh – inhibitors of human phospholipase C gamma1; P19174; purified PLC-gamma1, fluorogenic substrate, fluorescence; inhibition, % at 12.2 µM; hit rate 0.84% among 370,000; in the data active = inhibition above about 9.5%
# ADAM17 inh – inhibits human ADAM17; recombinant ADAM17, EDANS/DABCYL FRET peptide cleavage; inhibition, % at 6.95 µM; hit rate 0.83% among 370,000;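 active = inhibition above the mean of compounds lying between control limits plus 3 SD, set per campaign, cut at about 8.5% in these data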;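 also: 0% = DMSO-only wells as the low control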
# Target sequence (P78536 215-824 limits assumed): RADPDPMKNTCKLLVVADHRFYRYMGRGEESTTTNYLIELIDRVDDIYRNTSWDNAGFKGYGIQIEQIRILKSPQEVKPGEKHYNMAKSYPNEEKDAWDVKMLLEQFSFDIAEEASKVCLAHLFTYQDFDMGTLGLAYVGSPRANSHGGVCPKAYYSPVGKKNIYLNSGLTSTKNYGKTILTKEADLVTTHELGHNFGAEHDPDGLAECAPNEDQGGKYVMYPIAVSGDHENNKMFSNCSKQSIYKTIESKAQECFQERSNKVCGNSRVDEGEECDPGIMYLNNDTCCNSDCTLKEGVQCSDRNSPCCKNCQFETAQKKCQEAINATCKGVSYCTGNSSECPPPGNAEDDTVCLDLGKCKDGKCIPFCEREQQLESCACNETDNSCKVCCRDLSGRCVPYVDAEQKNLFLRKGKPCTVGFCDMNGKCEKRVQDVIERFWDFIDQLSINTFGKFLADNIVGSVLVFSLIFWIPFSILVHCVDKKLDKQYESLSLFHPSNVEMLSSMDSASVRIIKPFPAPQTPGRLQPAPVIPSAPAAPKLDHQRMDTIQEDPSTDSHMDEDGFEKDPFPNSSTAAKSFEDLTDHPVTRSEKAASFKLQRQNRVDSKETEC
# PLC-beta3 inh – inhibitors of human phospholipase C beta3; hit rate 0.18% among 370,000; AID 720704; Purified PLC-beta3, fluorogenic substrate, fluorescence; Q01970; inhibition, % at 12.2 µM; in the data active = inhibition above about 11%;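 also: 0% = median of compound wells on plate and 100% = full blocker control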
# ssDAF-12 act – activates DAF-12 receptor from parasite S. stercoralis. HEK293 ssDAF-12/GRIP1 lit1-tk-luc reporter, luminescence; % of 3 µM dafachronic acid response. activation, % at 6.8 µM. hit rate 1% among 370,000. AID 652126;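 active = activation above the mean over all tested compounds plus 3 SD, cut at about 0.9% in these data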;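 also: 0% = DMSO-only wells and 100% = 3 µM delta7-dafachronic acid wells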
# An asterisk follows results filed as active; . = no result given.
entry	mol	SMARCA2 activ	hgDAF12 agonist	DAX1 inh-1	MBD2 DNA inh	DAX1 inh-2	NR1D1 modulator
1	COc1ccccc1CNC(=O)CSC1=NCCS1	0	8.6	0.5	1	0.4	1
2	Cn1ncc(C(N)=O)c1NC(=S)NC(=O)c1ccc(Br)o1	4	-0.8	1.2	0	1.2	-4
3	CC1CC(C)CN(S(=O)(=O)c2ccc(C(=O)N3CC(C)OC(C)C3)cc2)C1 (stereo not drawn)	0	-1.9	-1.4	-3	-0.6	5
4	Cc1nn(Cc2ccccc2Cl)c(Cl)c1C(=O)NCCc1ccccc1	7	17*	4.0*	-4	2.9	1
5	Cc1cccc(C)c1NC(=O)CCCCCC1NC(=O)NC1C (stereo not drawn)	3	2.5	0.2	-2	-0.9	-4
6	CCOCCCNC(=O)CN1C(=O)/C(=C/c2ccccc2C)Sc2ccccc21	-3	-1.2	0.0	-1	-0.9	0
7	Cc1ccc2nc(-c3cccc(NS(C)(=O)=O)c3)cc(-c3ccccc3)c2c1	-1	0.1	-0.9	2	-0.6	3
8	Cc1ccc(NC(=O)C2CCCN(S(=O)(=O)c3cccc4nonc34)C2)cc1 (stereo not drawn)	-2	-1.2	-0.3	1	-0.5	3
9	COc1ccc(CCCC(=O)O)c(C)c1	-1	-0.8	-0.1	3	1.5	3
10	Oc1cc(NCc2ccc(F)cc2)cc2cccnc12	2	-0.7	-0.7	-10	-0.5	2
11	CC(=O)Nc1ccc(S(=O)(=O)N2CN(c3ccc(C)cc3)c3nc4ccccc4nc32)cc1	-2	2.4	-0.8	6	-0.6	1
12	COc1ccc(N2CC(C(=O)Nc3nc4ccc(F)cc4s3)CC2=O)c(OC)c1 (stereo not drawn)	-1	7.8	2.1	-2	0.5	1
13	NC(=O)c1ccccc1N/C=C/C(=O)c1ccc(Cl)cc1Cl	3	16*	6.3*	3	-1.0	-2
14	CCOC(=O)C1=C(CN2CC(C)CC(C)C2)NC(=O)NC1c1ccc2c(c1)OCO2 (stereo not drawn)	-1	-1.5	-0.2	3	-0.8	0
15	CC(=O)Cc1nsc(NC(=O)c2ccc(-c3cccc(C(F)(F)F)c3)o2)n1	-3	-1.7	-0.6	-3	1.8	9

entry	hcDAF12 agonist	PLCg1 inh	ADAM17 inh	PLC-beta3 inh	ssDAF-12 act
1	3.1	-1	-3	0	-0.3
2	1.3	2	-1	-6	-1.5
3	-1.6	0	-2	-2	-0.6
4	2.6	0	0	1	-0.2
5	-0.1	0	-3	-8	-1.4
6	0.5	-14	0	-12	-0.7
7	-1.1	1	8	-3	-0.9
8	-1.6	1	-4	-11	-1.0
9	-0.3	0	-4	0	1.5*
10	-0.7	-17	-5	-28	-1.5
11	2.2	-80	-6	-120	-0.1
12	4.0	-3	3	-17	-0.7
13	8.1*	-134	-47	-158	0.3
14	-1.8	4	0	-1	-1.6
15	-1.8	-6	-6	-8	-0.5

# An excerpt of these results, screen by screen.
10) Oc1cc(NCc2ccc(F)cc2)cc2cccnc12
11) CC(=O)Nc1ccc(S(=O)(=O)N2CN(c3ccc(C)cc3)c3nc4ccccc4nc32)cc1

screen / no. | 10 | 11
SMARCA2 activ | 2 | -2
hgDAF12 agonist | -0.7 | 2.4
DAX1 inh-1 | -0.7 | -0.8
MBD2 DNA inh | -10 | 6
DAX1 inh-2 | -0.5 | -0.6
NR1D1 modulator | 2 | 1
hcDAF12 agonist | -0.7 | 2.2
PLCg1 inh | -17 | -80
ADAM17 inh | -5 | -6
PLC-beta3 inh | -28 | -120
ssDAF-12 act | -1.5 | -0.1

# The list continues.
entry	mol	SMARCA2 activ	hgDAF12 agonist	DAX1 inh-1	MBD2 DNA inh	DAX1 inh-2	NR1D1 modulator
16	Cc1cc(C)c2c(-n3cccc3)c(C(=O)O)sc2n1	-1	-0.3	0.9	0	-0.8	-2
17	c1ccc(C2=NC(c3ccccc3)CC2)cc1 (stereo not drawn)	0	5.4	-0.3	4	1.1	7
18	Cc1ccccc1C1(CCN2CCCCC2)CCOC(C)(C)C1 (stereo not drawn)	-4	1.5	-0.3	3	-0.3	2
19	CCOc1cc(N2CCOCC2)c(OCC)cc1NC(=O)c1ccco1	-4	-2.4	-0.7	7	1.9	2
20	Cc1ccc2c(c1)NC(=O)C(CC(=O)NCCCN1CCCC1)O2 (stereo not drawn)	6	1.1	0.0	0	3.8	0
21	COc1ccccc1NC(=O)c1ccc(NC(=O)CN2CCCCC2)cc1	-7	1.5	1.8	-4	0.7	-8
22	CCOc1ccc(S(=O)(=O)n2cnc3cc(C)c(C)cc32)cc1	-5	-5.9	-2.1	-2	-2.2	3
23	COCCCn1c2nc3ccccc3nc2c2c(=O)n(CC3CCCO3)cnc21 (stereo not drawn)	-4	-0.8	-0.6	-4	0.7	6
24	CCOC(=O)C1CSCCS(=O)(=O)N1Cc1ccc(Cl)cc1 (stereo not drawn)	1	-2.5	-1.3	6	.	-4
25	Cc1ccccc1C(=O)NC1CCCCN(Cc2ccc(Cl)cc2)C1=O (stereo not drawn)	-2	0.4	-0.6	1	.	-1
26	CCN(CC)c1ccc(NC(=O)C2CCCC2)cc1	1	1.9	0.4	-3	4.6*	-2
27	CS(=O)(=O)c1nc(S(=O)(=O)c2ccc(Cl)cc2)c(N2CCCCCC2)s1	-2	-0.2	-1.2	-4	0.3	-4
28	C[C@H](NC(=O)c1ccco1)C(=O)NCCc1ccc(S(N)(=O)=O)cc1	5	-0.1	-0.1	-5	1.0	-1
29	COc1ccccc1-c1cnc2c(c1)C(=O)N([C@@H](C)CO)C[C@H](C)[C@H](CN(C)C)O2	-4	1.7	0.2	-4	-0.4	2
30	CC(CN1CCCCC1)OC(=O)COc1ccc(Br)cc1 (stereo not drawn)	-3	-3.2	0.8	-4	2.5	-2

entry	hcDAF12 agonist	PLCg1 inh	ADAM17 inh	PLC-beta3 inh	ssDAF-12 act
16	0.2	-1	-2	-2	-0.8
17	-0.1	-1	-9	-4	0.2
18	1.1	-11	-6	-11	-1.1
19	-1.2	-2	-1	-10	-0.9
20	0.1	-6	-1	-4	-0.1
21	-1.0	7	-2	5	-1.1
22	-4.0	1	-1	5	-1.7
23	1.0	-62	-114	-77	-0.7
24	-2.4	3	0	1	-2.2
25	-3.3	0	-7	0	-0.7
26	-0.2	-2	2	-8	-1.2
27	-0.7	1	-4	-5	-0.9
28	-1.6	0	-2	6	-1.3
29	-0.6	6	4	4	-1.6
30	-2.0	5	-1	0	-0.9

# (further entries)
entry	mol	SMARCA2 activ	hgDAF12 agonist	DAX1 inh-1	MBD2 DNA inh	DAX1 inh-2	NR1D1 modulator
31	CCOC(=O)c1c(C)[nH]c(C(=O)COC(=O)c2[nH]c(C)c(C(C)=O)c2C)c1C	0	-1.9	0.9	1	0.4	7
32	O=C(CCC1CCCN(Cc2ccc3c(c2)CCO3)C1)NCc1ccc(F)c(F)c1 (stereo not drawn)	0	3.4	-0.6	-4	0.7	-2
33	C=CCNC(=O)C1CC(=O)N(c2ccc(OCC(=O)N3CCCC3)cc2)C1 (stereo not drawn)	-3	-3.0	-0.2	2	-0.7	-4
34	CCCCN(CC)CCNC(=O)Cn1cnc2sc(C)c(S(=O)(=O)N3CCOCC3)c2c1=O	-5	-0.4	0.2	6	0.4	1
35	COc1ccc(/C=N/NC(=O)c2cc(OC)c(OC)c(OC)c2)cc1CN1CCc2cc(OC)c(OC)cc2C1C (stereo not drawn)	0	1.2	-0.6	0	-0.5	-2
36	CCOc1cc2[nH]c(=S)n(Cc3ccc(C(=O)O)cc3)c(=O)c2cc1OCC	-3	-2.1	0.7	-4	0.2	-3
37	Cc1ccccc1NC(=O)Cn1nnc2ccccc21	-5	1.1	0.5	1	-1.3	7
38	CCOC(=O)[C@]12CCC=C1N(Cc1ccc(Cl)cc1Cl)C(=O)[C@H](CC(=O)N1CCCCC1)C2	3	-1.4	-0.9	-2	.	-5
39	CCC1CCCCN1CCCNC(=O)CNC(=O)c1nn(-c2ccc(OC)c(Cl)c2)c(=O)c2ccccc12 (stereo not drawn)	-2	-2.5	0.6	-3	-1.4	4
40	Cc1nnc(NC(=O)c2ccc(N3CCCC3=O)cc2)s1	3	8.7	3.1	3	0.7	-7
41	CN1CCN(C(=O)c2ccc(-n3cccn3)nc2)CC1	-4	-1.7	1.0	-6	1.0	-2
42	COC(=O)COc1ccc(C2NC(=O)NC(C)=C2C(=O)NCc2ccccc2)cc1OC (stereo not drawn)	0	0.9	0.1	1	0.7	-5
43	C(CCCN1CCCCC1)CCN1CCCCC1	2	3.0	0.4	1	0.8	0
44	O=C(C1=C(O)C(=O)N(CCN2CCOCC2)C1c1cccc([N+](=O)[O-])c1)c1cccs1 (stereo not drawn)	-1	2.1	-0.1	-1	-1.1	6
45	COc1cccc(N(CC(=O)NC2CCCCC2)C(=O)CCC(=O)Nc2nccs2)c1	0	2.9	0.0	2	-1.6	1

entry	hcDAF12 agonist	PLCg1 inh	ADAM17 inh	PLC-beta3 inh	ssDAF-12 act
31	-1.4	3	-2	1	-1.3
32	0.6	4	-1	3	-1.4
33	0.6	3	0	-5	-1.1
34	-1.3	4	-3	0	-0.6
35	0.8	-10	-3	-21	-0.8
36	-0.4	2	2	1	-0.9
37	1.0	-1	-4	1	-0.3
38	-1.1	3	4	3	-0.7
39	-0.7	-143	4	-189	-0.9
40	2.0	3	-9	-13	-0.1
41	-0.6	1	-1	4	-1.0
42	-0.9	0	-2	-8	-1.7
43	-1.2	1	-1	0	-1.1
44	-0.6	0	-5	0	-1.2
45	-1.2	1	-2	-4	-1.1

# Complete entries as entered above.
# Record of `Cc1ccccc1NC(=O)Cn1nnc2ccccc21` : SMARCA2 activ: -5; hgDAF12 agonist: 1.1; DAX1 inh-1: 0.5; MBD2 DNA inh: 1; DAX1 inh-2: -1.3; NR1D1 modulator: 7; hcDAF12 agonist: 1.0; PLCg1 inh: -1; ADAM17 inh: -4; PLC-beta3 inh: 1; ssDAF-12 act: -0.3
# Record of `CCOC(=O)c1c(C)[nH]c(C(=O)COC(=O)c2[nH]c(C)c(C(C)=O)c2C)c1C` : SMARCA2 activ: 0; hgDAF12 agonist: -1.9; DAX1 inh-1: 0.9; MBD2 DNA inh: 1; DAX1 inh-2: 0.4; NR1D1 modulator: 7; hcDAF12 agonist: -1.4; PLCg1 inh: 3; ADAM17 inh: -2; PLC-beta3 inh: 1; ssDAF-12 act: -1.3

# More structures
entry	mol	SMARCA2 activ	hgDAF12 agonist	DAX1 inh-1	MBD2 DNA inh	DAX1 inh-2	NR1D1 modulator
46	COc1ccc(N(CC(=O)Nc2ccc3c(c2)OCO3)S(=O)(=O)c2ccccc2)cc1OC	6	-2.2	0.1	-7	1.7	-3
47	COC(=O)c1sc2ccccc2c1-n1cccc1C(=O)C(=O)Nc1ccc(C)cc1	-2	0.1	-0.3	7	-0.8	1
48	Cc1cccc(OCC(=O)Nc2cc(S(=O)(=O)N3CCCCC3)ccc2N2CCN(C)CC2)c1	5	0.3	-0.1	0	-1.1	-2
49	CN(C)CCNC(=O)c1ccc2c(c1)NC(=O)c1ccccc1S2	-2	1.8	0.3	-2	1.1	2
50	O=C(c1ccc(OC2CCN(Cc3ccccn3)CC2)cc1)N1CCCCCC1	-2	0.5	-0.4	3	0.6	0

entry	hcDAF12 agonist	PLCg1 inh	ADAM17 inh	PLC-beta3 inh	ssDAF-12 act
46	0.9	4	-1	-3	-0.5
47	0.3	-9	1	-2	-0.1
48	0.5	2	-2	-2	-1.3
49	0.3	-1	-1	3	-0.8
50	0.2	1	-3	-2	-1.8

# Bioassay records: PubChem, several laboratories
